# SENP6 block – blocks the human protease SENP6 | Recombinant SENP6 catalytic domain, aminoluciferin luminescence | inhibition, % at 10 µM | 330,000 tested, 1.8% active;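 active = inhibition above about 50% at the single tested dose, limit read from the data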;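 also: plate controls were DMSO wells with enzyme for no effect and DMSO wells lacking enzyme for full effect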
# Target sequence (Q9GZR1 628-1112 limits assumed): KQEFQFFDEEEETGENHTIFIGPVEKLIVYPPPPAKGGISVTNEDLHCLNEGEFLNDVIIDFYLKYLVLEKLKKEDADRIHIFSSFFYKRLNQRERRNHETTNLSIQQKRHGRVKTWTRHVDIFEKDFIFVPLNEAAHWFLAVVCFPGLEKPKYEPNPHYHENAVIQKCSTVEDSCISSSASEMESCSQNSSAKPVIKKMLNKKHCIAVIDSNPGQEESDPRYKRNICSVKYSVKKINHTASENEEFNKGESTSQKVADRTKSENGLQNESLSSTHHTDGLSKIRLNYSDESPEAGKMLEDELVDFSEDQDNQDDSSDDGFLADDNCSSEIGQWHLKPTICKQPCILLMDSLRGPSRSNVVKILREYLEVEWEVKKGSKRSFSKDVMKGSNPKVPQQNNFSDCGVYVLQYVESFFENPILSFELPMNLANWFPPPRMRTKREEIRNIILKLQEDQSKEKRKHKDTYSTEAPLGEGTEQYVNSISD
# NR3A LBD binder – NR3A (human) ligand-binding domain modulation; NR3A LBD differential scanning fluorimetry, Tm shift; 0% = protein alone, 100% = glycine-bound protein; Tm shift relative to glycine control, % at 25 µM; 340,000 tested, 2.5% active; AID 1259313;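 active = melting temperature shift of at least 10% of the positive control shift, at one fixed dose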
# MPTP inh – inhibitors of mitochondrial permeability transition pore; inhibition, % at 10 µM; 360,000 tested, 1.4% active; isolated mouse mitochondria, Ca2+ swelling absorbance, 30 min;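 active = inhibition of 50% or more, scaled per plate between neutral and stimulator controls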;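 also: 0% = DMSO wells given calcium and 100% = 1 mM EGTA wells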
# SENP1 FRET inh – SENP1 (human) catalytic domain inhibition | 360,000 tested, 0.21% active | Q9P0U3 | recombinant SENP1 catalytic domain, CyPet-SUMO1-YPet FRET cleavage | inhibition, % at 10 µM;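 active = inhibition at least 30% at 10 µM, raw YFP signal under a set limit, fluorescence ratio 0.5 to 1.5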;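 also: 0% = enzyme with DMSO and 100% = no enzyme wells; some results filed as inactive read as strong as hits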
# Target sequence (Q9P0U3 419-644 limits assumed): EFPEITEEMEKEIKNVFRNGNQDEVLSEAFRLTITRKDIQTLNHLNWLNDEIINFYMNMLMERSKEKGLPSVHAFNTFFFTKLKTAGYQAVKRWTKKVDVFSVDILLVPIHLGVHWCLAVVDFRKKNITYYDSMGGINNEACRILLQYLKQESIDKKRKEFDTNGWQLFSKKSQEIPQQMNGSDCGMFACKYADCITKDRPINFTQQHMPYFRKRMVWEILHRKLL
#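 Assay system – human recombinant His6-tagged SENP1 catalytic domain enzyme · Input – SENP1 enzyme, 20 pM final · Buffer or medium – Tris pH 8 buffer plus EDTA, NaCl, BME, BSA, NP40, catalase · Schedule – 50 min reaction at room temperature · Technique – FRET read of cyan and yellow fluorescence · Control set – no-enzyme wells low, DMSO-plus-enzyme wells high control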
# hIAP act – increases human intestinal alkaline phosphatase activity; purified human IAP, CDP-Star luminescence, 30 min; active compounds read high; 1 = vehicle-only enzyme, 0 = enzyme-free background; activation factor at 10 µM; 330,000 tested, 0.16% active; AID 2524;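 active = activation factor of the enzyme at least 2-fold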; also: the source names both 10 and 20 µM as test concentration; values of inactives mirror those of a sister screen read the other way
# SENP8 inh – blocks human SENP8 cleavage of Nedd8 substrate; recombinant SENP8, Nedd8 substrate fluorescence; inhibition, % at 20 µM; 360,000 tested, 0.64% active; in the data active = inhibition mostly above about 40%, no sharp cut-off; inactive = mostly below about 27%
# Target sequence (Q96LD8 whole entry, looked up): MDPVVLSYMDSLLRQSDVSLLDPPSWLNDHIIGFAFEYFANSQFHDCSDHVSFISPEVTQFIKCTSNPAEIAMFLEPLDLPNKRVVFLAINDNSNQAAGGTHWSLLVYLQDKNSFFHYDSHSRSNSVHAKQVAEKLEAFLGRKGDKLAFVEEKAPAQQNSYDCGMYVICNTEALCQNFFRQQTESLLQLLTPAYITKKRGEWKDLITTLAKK
# ATG4B inh – ATG4B (human) cysteine protease inhibition | Q9Y4P1 | ATG4B cleavage of LC3-PLA2, NBD-HPC fluorescence, 1 h | inhibition, % at 8.33 µM | 340,000 tested, 0.51% active; in the data active = inhibition above about 40%
# PfG6PD inh – PfG6PD (Plasmodium falciparum) enzyme inhibition. AID 504690. 350,000 tested, 0.78% active. PfGluPho enzyme, NADPH resazurin-diaphorase fluorescence. inhibition, % at 20 µM;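 active = inhibition reaching at least a set limit at 20 µM in the primary screen, cut at about 59% in these data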;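 also: 0% = DMSO wells with substrate and 100% = DMSO wells lacking glucose-6-phosphate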
# * hit, by the source's call; i = inactive; . = no result given.
SMILES,SENP6 block,NR3A LBD binder,MPTP inh,SENP1 FRET inh,hIAP act,SENP8 inh,ATG4B inh,PfG6PD inh
CN[C@@H](C)[C@@H](O)c1ccccc1,-6,0,-0.8,1,1.1,10,3,-4
Nc1c(C(=O)NCc2ccco2)c2nc3ccccc3nc2n1Cc1ccccc1,16,-1,1.7,-25,1,-395,-6,35
COc1cccc(C(=O)C2CCCN(C3CCOCC3)C2)c1 (configuration not stated),-15,0,1.0,0,1.5,10,22,-2
CN1CCN(c2ccc([N+](=O)[O-])c(N/N=C3\CN4CCC3CC4)c2)CC1,10,-1,3.6,2,0.8,18,-2,14
CCN1CCN(Cc2cccnc2)CC1,-2,-2,-1.2,-2,0.96,2,-3,-10
Nc1ccc(Sc2ccc(N)cc2)cc1,.,-1,-1.6,2,.,3,-2,5
CC/C(=C\C=C\[C@@H]1C=C[C@@H]2CCC[C@H]2[C@@H]1C(=O)c1ccc[nH]1)[C@@H]1O[C@@H]([C@@H](C)C(=O)O)CC[C@@H]1C,-13,0,.,.,1,.,-2,6
C[C@]12CCC(=O)C=C1CC[C@@H]1[C@@H]2C(=O)C[C@]2(C)C(=O)CC[C@@H]12,-4,4,-0.3,-2,1.1,12,-4,-7
Cc1sc2c(c1C)C(c1ccc(C(C)(C)C)cc1)=NCC(=O)N2CC(=O)Nc1nccs1,-6,-5,11,-4,1.1,14,-3,8
CN(C)c1nc(-c2ccccc2)[n+](C)s1,3,2,1.0,1,0.58,16,2,54
CCOC(=O)[C@@H]1[C@H]2COc3ccc(Br)cc3[C@H]2N2C(=O)N(c3cccc(C)c3)C(=O)[C@]12C,11,2,-1.1,2,0.92,18,-6,17
Cc1ccc2c(c1)C1CN(C)CCC1N2C(=O)c1cccnc1Cl (configuration not stated),6,0,0.6,0,0.95,16,-7,11
CCC1=Nc2cc(C(=O)N3CCC4(CC3)OCCO4)ccc2Sc2ccccc21,-6,-1,0.1,0,0.82,6,10,8
COC(=O)C1=C(c2cc3ccccc3s2)C[C@@H]2CC[C@H]1N2C(=O)NCCCOC(C)C,-1,2,-3.1,3,0.93,4,-5,-5
C=CCn1c(O)c(C=NC2CCN(Cc3ccccc3)CC2)c(=O)[nH]c1=O,10,0,1.0,3,0.78,8,1,-19

# Record cards, as listed above:
# Record of `C[C@]12CCC(=O)C=C1CC[C@@H]1[C@@H]2C(=O)C[C@]2(C)C(=O)CC[C@@H]12` : SENP6 block: -4; NR3A LBD binder: 4; MPTP inh: -0.3; SENP1 FRET inh: -2; hIAP act: 1.1; SENP8 inh: 12; ATG4B inh: -4; PfG6PD inh: -7
# Record of `CN(C)c1nc(-c2ccccc2)[n+](C)s1` : SENP6 block: 3; NR3A LBD binder: 2; MPTP inh: 1.0; SENP1 FRET inh: 1; hIAP act: 0.58; SENP8 inh: 16; ATG4B inh: 2; PfG6PD inh: 54

# (listing goes on)
SMILES,SENP6 block,NR3A LBD binder,MPTP inh,SENP1 FRET inh,hIAP act,SENP8 inh,ATG4B inh,PfG6PD inh
CC(Cc1ccccc1)NC(=O)CN1CCCC1=O (configuration not stated),-5,-1,0.0,0,1,9,0,-16
O=C(C(Cc1ccccc1)NS(=O)(=O)c1ccc(F)cc1)N1CCC2(CC1)OCCO2 (configuration not stated),-17,-2,-1.3,2,1.1,2,-3,4
NCCc1nc2ccccc2s1,-7,0,-1.2,1,1.1,2,0,3
COC(=O)C1=C(c2cccc(OC)c2OC)C[C@@H]2CC[C@H]1N2C(=O)NCc1ccc(C(F)(F)F)cc1,3,1,0.8,0,0.83,12,-20,6
CC1CCCN(CC(=O)c2ccc(Cl)c(Cl)c2)C1 (configuration not stated),-10,0,0.9,-1,0.96,13,4,-29
Cc1ccccc1NC(=O)N1Cc2ccccc2-n2nncc2C1,.,.,1.1,1,.,23,.,16
O=C(CN1CCCCC1)c1ccccc1F,-16,-1,-2.0,3,0.96,8,-3,-17
CCCCCSc1cc(OC)c(CCN)cc1OC,-12,0,97*,1,1.2,11,2,-6
CC1CCC(N2CCN(C(=O)COc3ccccc3)CC2)CC1 (configuration not stated),-15,0,-1.9,1,0.91,6,-3,2
O=C(CSC1c2ccccc2-c2ccccc21)N/N=C/c1ccccc1,-28,-17,2.0,1,1.1,-2,-11,62*
COC(=O)C(Cc1ccc(N(CCCl)CCCl)cc1)N=Cc1ccccc1O (configuration not stated),10,0,0.1,-4,1.3,-40,4,-1
Cc1ccc(C2NC(=S)NC(c3ccc(C)cc3)C23C(=O)NC(=O)NC3=O)cc1 (configuration not stated),-9,-2,-0.7,0,0.99,16,-4,9
O=C1N(CN2CCOCC2)c2ccccc2C1(O)c1c[nH]c2ccccc12 (configuration not stated),-5,-3,0.7,3,1.3,6,3,8
O=[N+]([O-])c1ccccc1CN1CC=C(c2ccc(F)cc2)CC1,7,1,0.3,-3,0.92,44*,2,-5
S=c1[nH]c2ccccc2[nH]1,-2,0,2.5,0,0.82,-3,9,15
CC1N=C(c2ccccc2Cl)c2cc(Br)ccc2NC1=O (configuration not stated),-8,-3,2.3,-1,0.96,10,-7,18
CC(C)NC1C2CCC(CC2)C1(O)c1ccc(Cl)c(Cl)c1 (configuration not stated),.,.,2.3,2,.,14,.,7
O=C(c1ccccc1[N+](=O)[O-])N1CCC2(CC1)OCCO2,-5,0,4.3,2,0.89,8,1,-14
c1ccc2c(CN3CCOCC3)c[nH]c2c1,-3,-5,-0.6,-1,1.1,14,3,-4
Cn1cc(C(=O)OCC(=O)NC2(C#N)CCCCC2)c2ccccc21,-13,0,-0.3,-1,0.92,9,-2,-2
O=C(Nc1ccccc1)c1c(O)[nH]c(=S)[nH]c1=O,63*,0,-0.2,2,1.2,-3,-1,-14
COc1ccc(C(=O)Oc2cccc3cccnc23)cc1S(=O)(=O)N1CCOCC1,32,0,-5.0,2,1.3,9,-7,-7
Cc1c2cnn(CC(=O)N3CCC4(CC3)OCCO4)c(=O)c2c(C)n1Cc1ccccc1Cl,-4,-1,-1.0,-1,1.4,-13,-2,-1
Cc1ccccc1N1C(=O)CC(=O)N(c2ccccc2C)C1=O,-10,-1,-1.6,-18,0.93,3,3,-17
Cn1c(O)c(C(=O)c2ccccc2F)c(=O)n(C)c1=O,5,0,0.9,2,1.1,14,0,-9
NC(=O)c1ccc(N=Cc2c(O)n(Cc3ccco3)c(=O)[nH]c2=O)cc1,-8,-1,0.1,-3,1.1,-126,5,25
COc1ccc(CCC(=O)NCCc2cnc[nH]2)cc1,1,1,0.1,1,1.1,19,-3,-9
CCCCn1c(O)c(C=NC2CCCCC2N)c(=O)[nH]c1=O (configuration not stated),3,1,-3.6,-3,1.4,19,-13,-4
CC1OC(C[N+](C)(C)C)CC1O (configuration not stated),-12,1,-2.4,1,1.2,-5,4,-7
COc1ccc(C(=O)C2CN(C)CC2C(=O)c2ccc(OC)cc2)cc1 (configuration not stated),-19,0,-2.0,3,0.93,14,-4,-29
Cc1ccc2c(c1)CCCN2N=O,5,-7,2.2,-1,0.82,7,-2,4
O=[N+]([O-])c1ccc(N2CCNCC2)cc1N1CCCCCC1,-11,1,2.6,2,0.83,48*,12,15
Cc1cc(C(=O)N=Nc2c(O)n(C)c3ccccc23)c(C)o1,91*,2,1.1,3,1,28,32,25
CCCCCCC(=O)N/N=C/c1c(O)n(C2CC2)c(=S)[nH]c1=O,4,-1,-2.6,-4,1.2,4,-6,-46
N#CC1=C(N)Oc2c(c(=O)oc3ccccc23)C1c1cccnc1 (configuration not stated),8,-2,-1.7,-1,1.1,16,1,-21
Cc1ccccc1C1=NCC(=O)N(CC(=O)NCc2ccco2)c2sc3c(c21)CCCC3,-12,-3,0.7,-2,0.84,4,-1,8
CN(C)CCN(CC1CCCN(Cc2ccccc2F)C1)C(=O)Cc1c(F)cccc1F (configuration not stated),16,-2,2.1,-1,1.1,14,-2,-3
N#CCCn1cc(C(=O)Nc2ccccc2Cl)c(-c2ccc([N+](=O)[O-])cc2)n1,-15,-14,0.7,3,1.1,10,1,13
Nc1ccc(C(=O)N/N=C2/CN3CCC2CC3)cc1,-17,1,-2.8,2,1.1,11,-1,-11
C=CCn1c(O)c(C(C)=NCCc2ccccc2)c(=O)[nH]c1=O,3,2,1.8,2,1.3,0,-4,-4
Cc1[nH]c2ccc(OC(F)(F)F)cc2c1CCNCc1cccc([N+](=O)[O-])c1,3,-2,4.4,2,0.89,11,7,22
CCn1c(O)c(/C=N/N2CCOCC2)c(=O)n(CC)c1=S,11,1,-1.3,-7,1,15,0,-15
CCCNC(=O)N1[C@H]2CC[C@@H]1C(C(=O)OC)=C(c1ccc(S(C)(=O)=O)cc1)C2,0,-2,-1.2,2,0.99,10,-5,2
CCN(C(=O)CN1CC=C(c2ccccc2)CC1)c1c(N)n(Cc2ccccc2)c(=O)[nH]c1=O,-16,-1,-0.6,-19,1.2,-94,0,-10
CCCC[N+]12CCC(CC1)C(Cc1ccccc1)C2 (configuration not stated),-20,-1,0.0,-2,0.96,14,5,-1

# Brought forward from above: 6 compounds, followed by the next part.
SMILES,SENP6 block,NR3A LBD binder,MPTP inh,SENP1 FRET inh,hIAP act,SENP8 inh,ATG4B inh,PfG6PD inh
C=CCn1c(O)c(C(C)=NCCc2ccccc2)c(=O)[nH]c1=O,3,2,1.8,2,1.3,0,-4,-4
Cc1[nH]c2ccc(OC(F)(F)F)cc2c1CCNCc1cccc([N+](=O)[O-])c1,3,-2,4.4,2,0.89,11,7,22
CCn1c(O)c(/C=N/N2CCOCC2)c(=O)n(CC)c1=S,11,1,-1.3,-7,1,15,0,-15
CCCNC(=O)N1[C@H]2CC[C@@H]1C(C(=O)OC)=C(c1ccc(S(C)(=O)=O)cc1)C2,0,-2,-1.2,2,0.99,10,-5,2
CCN(C(=O)CN1CC=C(c2ccccc2)CC1)c1c(N)n(Cc2ccccc2)c(=O)[nH]c1=O,-16,-1,-0.6,-19,1.2,-94,0,-10
CCCC[N+]12CCC(CC1)C(Cc1ccccc1)C2 (configuration not stated),-20,-1,0.0,-2,0.96,14,5,-1
O=c1c2ccccc2nc(-c2ccc(Cl)cc2Cl)n1-c1ccncc1,-7,1,0.3,1,0.92,6,-14,2
COc1ccc(C(=O)N2CCC3(CC2)OCCO3)cc1,-8,4,0.9,2,1.1,13,1,-13
Nc1ccccc1C(=O)OCC(=O)N1CCc2ccccc21,30,2,-1.6,1,1,i,-1,4
OC(CNCCc1c[nH]c2ccccc12)c1ccccc1 (configuration not stated),-23,-1,-0.4,0,1.1,9,2,-13
O=C(COc1ccccc1Cl)N1CCCC(N2CCN(c3ccc(F)cc3)CC2)C1 (configuration not stated),-19,1,0.1,0,0.89,10,1,-2
O=c1[nH]c(=O)n(CCC2=CCCCC2)c(O)c1C=NCc1cccnc1,-18,0,1.1,0,0.99,17,3,-13
COC(=O)C1=C(c2ccc(F)cc2OCc2ccccc2)C[C@@H]2CC[C@H]1N2C(=O)N1CCC(O)(c2ccc(Cl)cc2)CC1,10,2,-1.8,-1,0.9,5,-8,13
Cc1c2cnn(CC(=O)N3CCC4(CC3)OCCO4)c(=O)c2c(C)n1Cc1cccc(Cl)c1,-11,-3,0.6,3,0.95,-10,-5,-9
CCn1c(C)c(C(=O)Nc2ccc(OC)cc2)c2cc(OC)ccc21,-16,2,2.0,0,0.92,20,-6,66*
O=C1CN=C(c2ccccc2)c2cc(Br)ccc2N1Cc1cc(=O)n2ccccc2n1,-2,-4,1.7,-2,0.89,-376,-8,6
O=c1c2ccccc2nc(/C=C/c2ccc(O)cc2)n1-c1ccccc1O,4,-7,1.2,3,1,-399,28,36
CC(=NCC1CCCO1)c1c(O)n(-c2ccccc2C)c(=O)[nH]c1=O (configuration not stated),-3,0,1.7,2,0.99,0,1,-5

# Some of the compounds tested; count on the stated rates, not on these rows.
